NLRP3 yeast inh: NALP3 inflammasome inhibitors in reconstituted yeast, primary screen, luminescence, uHTS. inhibition, % at 10 µM. AID 2825, 2010. Yeast reconstituted NLRP3/ASC/caspase-1, beta-gal luminescence, 24 h. hit rate 0.39% among 330,000;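 active = inhibition of 50% or more; inactive = inhibition below 50%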;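 also: plate controls were induced DMSO wells for no effect and uninduced yeast grown without galactose for full effect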
MIN6 prolif: inducers of MIN6 beta-cell proliferation, primary screen, ATP luminescence, uHTS. MIN6 cells proliferation, ATPlite luminescence, 48 h; cells starved in 0.2% serum; 100% = growth in 10% serum. hit rate 0.29% among 330,000. proliferation, % at 10 µM. AID 2380, 2010;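 active = compounds whose signal lies at least 3.5 SD above the mean of all wells on their plate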;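 also: 0% = DMSO-treated cells in low-serum medium and 100% = 10% serum control; some compounds called inactive have numbers as strong as hits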
mIAP activ: activators of mouse IAP, primary screen, biochemical, luminescence, uHTS. hit rate 0.24% among 330,000. muIAP, CDP-Star luminescence, 30 min; stronger effect = higher value; 1 = vehicle-only enzyme signal, 0 = enzyme-free wells. activation factor at 10 µM. intestinal alkaline phosphatase [Mus musculus];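 active = activation factor of at least 2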; also: the source names both 10 and 20 µM as test concentration; values of inactives mirror those of a sister screen read the other way
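System: Mouse IAP enzyme | Also added: CDP-Star substrate | Dosing: Compounds dispensed in DMSO | Schedule: 30 min enzyme-substrate-compound incubation at room temperature | Technique: Chemiluminescence readout | Control set: DMSO-only wells and no-enzyme negative control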
hIAP activ: human IAP activators, primary screen, biochemical, luminescence, uHTS. Intestinal-type alkaline phosphatase (Homo sapiens), P09923. activation factor at 10 µM. purified human IAP, CDP-Star luminescence, 30 min; stronger effect = higher value; 1 = vehicle-only enzyme, 0 = enzyme-free background. hit rate 0.16% among 330,000;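 active = activation factor of the enzyme at least 2-fold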; also: the source names both 10 and 20 µM as test concentration; values of inactives mirror those of a sister screen read the other way
A3A deaminase: APOBEC3A ssDNA deaminase inhibitors, primary screen, selectivity assay for APOBEC3G inhibitor project, biochemical, FAM/TAMRA oligo cleavage fluorescence | recombinant A3A, FAM/TAMRA ssDNA deamination fluorescence | inhibition, % at 20 µM | DNA dC->dU-editing enzyme APOBEC-3A (Homo sapiens), P31941 | hit rate 0.41% among 330,000;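 active = at least 40% inhibition at 20 µM here, with at most 30% in a related deaminase screen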;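 also: plate controls were A3A with DMSO for no effect and wells lacking A3A enzyme for full effect; some results filed as inactive read as strong as hits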
Target sequence (P31941 whole entry, looked up): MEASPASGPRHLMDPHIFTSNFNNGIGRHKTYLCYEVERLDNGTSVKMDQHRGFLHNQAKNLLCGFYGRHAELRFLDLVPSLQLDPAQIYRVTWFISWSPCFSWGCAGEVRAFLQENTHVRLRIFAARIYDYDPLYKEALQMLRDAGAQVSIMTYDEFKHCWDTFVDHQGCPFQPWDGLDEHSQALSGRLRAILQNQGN
A3G deaminase: APOBEC3G DNA deaminase inhibitors, primary screen, biochemical, fluorescence, single-stranded DNA substrate, uHTS; AID 493012, 2011; inhibition, % at 20 µM; hit rate 0.28% among 330,000; DNA dC->dU-editing enzyme APOBEC-3G (Homo sapiens), Q9HC16; recombinant A3G, ssDNA deamination FAM/TAMRA fluorescence;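 active = inhibition of at least 40% at 20 µM, with no more than 30% in the related APOBEC3A deaminase screen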;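 also: plate controls were DMSO wells with A3G for no effect and wells lacking A3G enzyme for full effect; some compounds called inactive have numbers as strong as hits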
Target sequence (Q9HC16 whole entry, looked up): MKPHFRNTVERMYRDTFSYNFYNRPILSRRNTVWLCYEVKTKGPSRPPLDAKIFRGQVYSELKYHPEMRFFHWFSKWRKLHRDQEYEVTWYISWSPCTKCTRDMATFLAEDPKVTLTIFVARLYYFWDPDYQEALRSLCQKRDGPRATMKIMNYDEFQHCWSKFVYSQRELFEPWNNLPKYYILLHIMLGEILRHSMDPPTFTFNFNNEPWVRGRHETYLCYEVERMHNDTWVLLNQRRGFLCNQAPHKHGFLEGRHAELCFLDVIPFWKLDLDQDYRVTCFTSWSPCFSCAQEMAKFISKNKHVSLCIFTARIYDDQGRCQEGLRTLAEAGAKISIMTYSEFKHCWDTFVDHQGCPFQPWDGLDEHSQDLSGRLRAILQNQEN
mIAP block: inhibitors of mouse IAP, primary screen, biochemical, luminescence, uHTS | intestinal alkaline phosphatase [Mus musculus] | purified mouse IAP, CDP-Star luminescence, 30 min | inhibition, % at 10 µM | hit rate 0.2% among 330,000;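 active = inhibition of at least 40% at 10 µM in the primary screen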;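 also: plate controls were DMSO with enzyme for no effect and no enzyme wells for full effect; values of inactives mirror those of a sister screen read the other way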
SENP1 inh: human SENP1 catalytic domain inhibitors, primary screen, biochemical, FRET, uHTS; recombinant SENP1 catalytic domain, CyPet-SUMO1-YPet FRET cleavage; inhibition, % at 10 µM; hit rate 0.21% among 360,000; AID 624204, 2012;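 active = inhibition at least 30% at 10 µM, raw YFP signal under a set limit, fluorescence ratio 0.5 to 1.5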;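 also: 0% = enzyme with DMSO and 100% = no enzyme wells; some results filed as inactive read as strong as hits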
Target sequence (Q9P0U3 419-644 limits assumed): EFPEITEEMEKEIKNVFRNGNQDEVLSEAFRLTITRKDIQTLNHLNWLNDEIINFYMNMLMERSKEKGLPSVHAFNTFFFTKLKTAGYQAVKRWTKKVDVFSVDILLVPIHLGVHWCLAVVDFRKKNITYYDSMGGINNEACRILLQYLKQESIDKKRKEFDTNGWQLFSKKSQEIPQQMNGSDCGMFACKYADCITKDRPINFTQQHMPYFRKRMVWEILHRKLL
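Test system: human SENP1 catalytic domain; medium: Tris pH 8 buffer plus EDTA, NaCl, BME, BSA, NP40, catalase; incubation: 50 min reaction at room temperature; technique: FRET, CFP and YFP emission; controls: no-enzyme low control and enzyme-plus-DMSO high control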
hIAP block: human IAP inhibitors, primary screen, biochemical, luminescence, uHTS; AID 2544, 2010; purified IAP, CDP-Star luminescence, 30 min; inhibition, % at 10 µM; hit rate 0.12% among 330,000; Intestinal-type alkaline phosphatase (Homo sapiens), P09923;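 active = inhibition reaching a set limit with compound at 10 µM in the primary screen, cut at about 35% in these data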;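 also: plate controls were DMSO wells with enzyme for no effect and no-enzyme buffer wells for full effect; values of inactives mirror those of a sister screen read the other way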
* marks the source's active call; other numbers are inactive results.

Results for Cc1ccc(S(=O)(=O)NCC(=O)N2CCCCC2)cc1 ?
NLRP3 yeast inh: 21; MIN6 prolif: -2; mIAP activ: 1; hIAP activ: 0.94; A3A deaminase: 1; A3G deaminase: -7; mIAP block: -3; SENP1 inh: 1; hIAP block: 6

Results for Cc1nc(-c2ccccc2)sc1C1(C)CC(c2cccc(F)c2)=NO1 (configuration not stated) ?
NLRP3 yeast inh: 12; MIN6 prolif: -6; mIAP activ: 1.1; hIAP activ: 1; A3A deaminase: 3; A3G deaminase: 0; mIAP block: -6; SENP1 inh: 5; hIAP block: 0

How did COc1ccc(CC(=O)Nc2ccc(S(=O)(=O)N3CCCCC3)cc2)cc1OC do in these assays?
NLRP3 yeast inh: 13; MIN6 prolif: 0; mIAP activ: 1.2; hIAP activ: 0.93; A3A deaminase: -3; A3G deaminase: 29; mIAP block: -22; SENP1 inh: 0; hIAP block: 7

What do the screens show for `Cc1[nH]n(-c2ccccc2)c(=O)c1C(c1cccc([N+](=O)[O-])c1)c1c(C)[nH]n(-c2ccccc2)c1=O`?
NLRP3 yeast inh: -33; MIN6 prolif: -4; mIAP activ: 1; hIAP activ: 1.1; A3A deaminase: 0; A3G deaminase: -3; mIAP block: -4; SENP1 inh: 1; hIAP block: -7

What do the screens show for `COc1ccccc1C(CNC(=O)c1ccc(NS(=O)(=O)c2ccc(F)c(C)c2)cc1)N(C)C` (configuration not stated)?
NLRP3 yeast inh: 13; MIN6 prolif: -4; mIAP activ: 1; hIAP activ: 0.95; A3A deaminase: 0; A3G deaminase: 9; mIAP block: -1; SENP1 inh: 0; hIAP block: 5

What do the screens show for `NNC(=O)Cc1csc(-c2ccccc2)n1`?
NLRP3 yeast inh: 11; MIN6 prolif: 2; mIAP activ: 0.92; hIAP activ: 1; A3A deaminase: -1; A3G deaminase: -4; mIAP block: 8; SENP1 inh: 0; hIAP block: -2

How did O=C(O)CNC(=O)CC12CC3CC(CC(C3)C1)C2 do in these assays?
NLRP3 yeast inh: 24; MIN6 prolif: -1; mIAP activ: 1.1; hIAP activ: 0.82; A3A deaminase: 1; A3G deaminase: 10; mIAP block: -10; SENP1 inh: 3; hIAP block: 18

How did O=C(O)/C=C\c1cc2c(cc1[N+](=O)[O-])OCO2 do in these assays?
NLRP3 yeast inh: 15; MIN6 prolif: -2; mIAP activ: 0.58; hIAP activ: 1.2; A3A deaminase: 3; A3G deaminase: 19; mIAP block: 42*; SENP1 inh: 1; hIAP block: -16

Results for Cc1ccc(-c2csc(N3C(=N)SCC3=O)n2)cc1 ?
NLRP3 yeast inh: -5; MIN6 prolif: -3; mIAP activ: 1.1; hIAP activ: 1.2; A3A deaminase: -1; A3G deaminase: -4; mIAP block: -8; hIAP block: -17

What do the screens show for `C=CCC[C@@H](Cc1ccc(F)cc1)C(=O)OC[C@@H]1CCCN1C(=O)[C@@H](CC=C)CC(=O)N(CCO)Cc1ccccc1`?
NLRP3 yeast inh: 9; MIN6 prolif: -6; mIAP activ: 1.2; hIAP activ: 0.96; A3A deaminase: -4; A3G deaminase: -8; mIAP block: -24; SENP1 inh: 0; hIAP block: 4

What do the screens show for `COC(=O)C1=C(C)NC2=C(C(=O)CC(C)(C)C2)C1c1cnn(C)c1C` (configuration not stated)?
NLRP3 yeast inh: -6; MIN6 prolif: -4; mIAP activ: 1; hIAP activ: 1.1; A3A deaminase: 2; A3G deaminase: -7; mIAP block: -4; SENP1 inh: -22; hIAP block: -12

How did COC(=O)CN1C(=O)C(C)(C)Oc2ccc(C(=O)Nc3ccccc3F)cc21 do in these assays?
NLRP3 yeast inh: 26; MIN6 prolif: 0; mIAP activ: 1; hIAP activ: 0.98; A3A deaminase: 2; A3G deaminase: 1; mIAP block: -2; SENP1 inh: 0; hIAP block: 2

Results for COc1ccccc1NC(=S)N1CCCCCC1 ?
NLRP3 yeast inh: 11; MIN6 prolif: 3; mIAP activ: 0.72; hIAP activ: 0.87; A3A deaminase: -7; A3G deaminase: -10; mIAP block: 28; SENP1 inh: 0; hIAP block: 13

What do the screens show for `COc1ccc2c(c1)OC[C@H]1[C@H]2N2C(=O)CN(CC3CCCO3)C(=O)[C@@]2(C)[C@H]1c1ccccc1` (some centres not stated)?
NLRP3 yeast inh: 11; MIN6 prolif: -1; mIAP activ: 1.1; hIAP activ: 1.1; A3A deaminase: -3; A3G deaminase: -14; mIAP block: -7; SENP1 inh: 4; hIAP block: -6

What do the screens show for `CCCOc1cccc(C2/C(=C(/O)c3ccc(OC)cc3)C(=O)C(=O)N2CCN(C)C)c1` (configuration not stated)?
NLRP3 yeast inh: 0; MIN6 prolif: -1; mIAP activ: 1; hIAP activ: 1.1; A3A deaminase: -10; A3G deaminase: -8; mIAP block: -3; SENP1 inh: -1; hIAP block: -12

Of the compounds above, 2 contain a nitro group on carbon:
What do the screens show for `Cc1[nH]n(-c2ccccc2)c(=O)c1C(c1cccc([N+](=O)[O-])c1)c1c(C)[nH]n(-c2ccccc2)c1=O`?
NLRP3 yeast inh: -33; MIN6 prolif: -4; mIAP activ: 1; hIAP activ: 1.1; A3A deaminase: 0; A3G deaminase: -3; mIAP block: -4; SENP1 inh: 1; hIAP block: -7

How did O=C(O)/C=C\c1cc2c(cc1[N+](=O)[O-])OCO2 do in these assays?
NLRP3 yeast inh: 15; MIN6 prolif: -2; mIAP activ: 0.58; hIAP activ: 1.2; A3A deaminase: 3; A3G deaminase: 19; mIAP block: 42*; SENP1 inh: 1; hIAP block: -16

The listing continues:
How did CC(=O)c1sc2c(c1OC(=O)c1ccc(Cl)cc1Cl)c(=O)n(-c1ccccc1)c(=S)n2-c1ccccc1 do in these assays?
NLRP3 yeast inh: 17; MIN6 prolif: -6; mIAP activ: 0.9; hIAP activ: 0.93; A3A deaminase: -4; A3G deaminase: -9; mIAP block: 10; SENP1 inh: 0; hIAP block: 7

What do the screens show for `COc1ccc(S(=O)(=O)N(CC(=O)O)c2ccccc2)cc1`?
NLRP3 yeast inh: -8; MIN6 prolif: -2; mIAP activ: 1.1; hIAP activ: 1.2; A3A deaminase: -2; A3G deaminase: -2; mIAP block: -14; SENP1 inh: 1; hIAP block: -17

What do the screens show for `O=C1c2ccccc2C(=O)N1c1cccc2ccccc12`?
NLRP3 yeast inh: 17; MIN6 prolif: 1; mIAP activ: 1.1; hIAP activ: 0.75; A3A deaminase: -3; A3G deaminase: -7; mIAP block: -9; SENP1 inh: 2; hIAP block: 25

How did Cc1ccc(C)c(NC(=O)Cn2nc(C)c3ccccc3c2=O)c1 do in these assays?
NLRP3 yeast inh: 11; MIN6 prolif: -3; mIAP activ: 0.99; hIAP activ: 1; A3A deaminase: -5; A3G deaminase: -6; mIAP block: 1; SENP1 inh: 2; hIAP block: 0

How did Cc1nc(SCC(=O)c2ccc(F)cc2)n[nH]1 do in these assays?
NLRP3 yeast inh: -6; MIN6 prolif: 0; mIAP activ: 0.94; hIAP activ: 1.2; A3A deaminase: -4; A3G deaminase: 24; mIAP block: 6; SENP1 inh: -2; hIAP block: -20

Results for COc1ccc(N=C2S/C(=C\c3cccs3)C(=O)N2CC(C)C)cc1 ?
NLRP3 yeast inh: 6; MIN6 prolif: 1; mIAP activ: 0.91; hIAP activ: 0.92; A3A deaminase: -1; A3G deaminase: -2; mIAP block: 9; SENP1 inh: 1; hIAP block: 8

Results for CC1=NN(c2nc(-c3ccc(F)cc3)cs2)C(=O)C1 ?
NLRP3 yeast inh: 10; MIN6 prolif: -3; mIAP activ: 1; hIAP activ: 1.1; A3A deaminase: 3; A3G deaminase: -2; mIAP block: -1; SENP1 inh: 1; hIAP block: -9

Results for COc1ccc(CNC(=O)COC(=O)CO/N=C(\C)c2ccc3c(c2)OCO3)cc1 ?
NLRP3 yeast inh: 8; MIN6 prolif: -3; mIAP activ: 0.96; hIAP activ: 0.94; A3A deaminase: 5; A3G deaminase: -4; mIAP block: 4; SENP1 inh: -1; hIAP block: 6

What do the screens show for `O=C(Cn1nc(-c2ccc3c(c2)OCCO3)ccc1=O)Nc1cccc(NC(=O)c2ccccn2)c1`?
NLRP3 yeast inh: -7; MIN6 prolif: 2; mIAP activ: 1; hIAP activ: 0.95; A3A deaminase: 0; A3G deaminase: -6; mIAP block: -2; hIAP block: 5

What do the screens show for `O=C(CCCCCNC(=O)N1CCn2c1nc1ccccc12)NCc1ccc(F)cc1`?
NLRP3 yeast inh: 5; MIN6 prolif: -2; mIAP activ: 0.99; hIAP activ: 1.3; A3A deaminase: -1; A3G deaminase: 4; mIAP block: 1; SENP1 inh: -1; hIAP block: -26

What do the screens show for `CCCN1CCN(c2ncnc3scc(C4COc5ccccc5O4)c23)CC1` (configuration not stated)?
NLRP3 yeast inh: -4; MIN6 prolif: 0; mIAP activ: 1; hIAP activ: 1.1; A3A deaminase: 1; A3G deaminase: -6; mIAP block: -4; SENP1 inh: 0; hIAP block: -6

What do the screens show for `Cc1ccc(CNC(=O)C2CC(c3ccc([N+](=O)[O-])cc3)=NO2)cc1` (configuration not stated)?
NLRP3 yeast inh: 30; MIN6 prolif: -3; mIAP activ: 0.99; hIAP activ: 1; A3A deaminase: -4; A3G deaminase: -9; mIAP block: 1; SENP1 inh: 1; hIAP block: -1

How did CCCc1cnc(NCCNCC(O)COc2ccc(Cl)c(Cl)c2)nc1 (configuration not stated) do in these assays?
NLRP3 yeast inh: 17; MIN6 prolif: -4; mIAP activ: 0.89; hIAP activ: 0.94; A3A deaminase: 2; A3G deaminase: -5; mIAP block: 11; SENP1 inh: 3; hIAP block: 6

How did CCCCn1ccc(O)c(Cc2ccc(F)cc2)c1=O do in these assays?
NLRP3 yeast inh: 11; MIN6 prolif: 0; mIAP activ: 0.99; hIAP activ: 0.97; A3A deaminase: -2; A3G deaminase: -8; mIAP block: 1; SENP1 inh: 1; hIAP block: 3

Results for O=C(NC(=S)Nc1cccc(Cl)c1)c1cncc(Br)c1 ?
NLRP3 yeast inh: 16; MIN6 prolif: -4; mIAP activ: 0.78; hIAP activ: 1.2; A3A deaminase: 0; A3G deaminase: -4; mIAP block: 22; SENP1 inh: 2; hIAP block: -20

A portion of the library; rates above refer to the full screens.
